Source: PubChem
PTHR1 ag: PTHR1 (human) receptor agonism; Potency, µM (series often up to 115 µM), inactives show top-dose activation, hits mostly activators; HEK293 GP2 PTHR1 cells, GloSensor cAMP luminescence, 1 h; AID 743266; Q03431; 0.075% of 410,000 active; further: potency means the concentration at half of the fitted maximal effect; nearly all actives have a fitted effect of over 55% in size; some results filed as inactive show a strong effect at the top dose; inactives centre near -15; many of its hits are not listed in these tables
Target sequence (Q03431 whole entry, looked up): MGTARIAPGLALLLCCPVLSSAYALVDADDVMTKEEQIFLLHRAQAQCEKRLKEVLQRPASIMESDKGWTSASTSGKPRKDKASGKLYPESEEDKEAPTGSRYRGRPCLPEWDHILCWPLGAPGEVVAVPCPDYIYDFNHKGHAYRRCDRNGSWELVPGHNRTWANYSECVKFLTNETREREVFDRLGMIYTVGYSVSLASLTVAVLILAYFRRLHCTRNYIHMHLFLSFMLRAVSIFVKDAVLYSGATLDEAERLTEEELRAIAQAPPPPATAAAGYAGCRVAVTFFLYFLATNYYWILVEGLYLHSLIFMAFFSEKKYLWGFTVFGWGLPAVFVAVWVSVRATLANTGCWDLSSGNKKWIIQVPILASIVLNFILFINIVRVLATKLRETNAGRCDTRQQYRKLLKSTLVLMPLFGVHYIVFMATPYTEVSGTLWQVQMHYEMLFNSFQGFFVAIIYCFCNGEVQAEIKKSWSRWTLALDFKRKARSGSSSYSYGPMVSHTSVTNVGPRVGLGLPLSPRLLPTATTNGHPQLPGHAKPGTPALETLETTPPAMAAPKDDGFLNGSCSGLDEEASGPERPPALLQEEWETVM
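HEK-293-derived GP2 cells expressing PTHR1 and a GloSensor cAMP reporter, 3,000/well, plated overnight, given luciferin plus IBMX (each 0.5 mM as added) for 1 h at 37 °C, then compound for 1 h at 37 °C. Luminescence was read after 15 min at room temperature.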
pAkt inh: blocks phosphorylation of Akt; activity change, % for hits at 50 µM; AID 651550; 0.32% of 360,000 active; Neuro2A IGF-stimulated pAkt S473 HTRF, 20 min; stronger effect = lower value; in the data active means activity change below about -80%; inconclusive means mostly about -51% to -80%; further: on the % scale 0 is the no-effect control and ±100 the full control effect
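Neuro2A cells in DMEM with 0.5% FBS, overnight at 37 deg C, given compound at single 50 µM final, then IGF (6 nM final) for 20 min at 37 deg C. Lysed; phospho-Akt Ser473 by HTRF after 24 h, 665/615 ratio.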
FUS yeast rescue: rescues growth of FUS-expressing yeast. AID 1347120. Potency, µM (titrated, usually from 76.6 µM), for the others: top-dose growth rescue (activation), usual class: activators. S. cerevisiae FUS-expressing, growth rescue, OD600, 24 h. 0.24% of 390,000 active;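 further: potency means the concentration at half of the fitted maximal effect; plate controls were DMSO vehicle for no effect and reference control for full effect; nearly all actives have a fitted effect of over 55% in size; some results filed as inactive show a strong effect at the top dose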
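Read-out: OD at 600 nm after 24hr at 30C, reporting rescue of FUS-induced yeast toxicity. Cells at OD 0.005 in galactose (2%) minimal medium; compounds tested in a dilution series; CP55940 titration from 92uM final as control.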
D3 antag: D3 dopamine receptor (human) antagonism | max response, negative = inhibition, % | D3R cells, DiscoveRx beta-arrestin luminescence, antagonist mode; stronger effect = lower value | 2.5% of 360,000 active; in the data active means max response below about -50%; inconclusive means no clear call, values can overlap the other calls; further: on the % scale 0 is the no-effect control and ±100 the full control effect; mostly tested at two doses, the higher about 12 µM
Target sequence (P35462 whole entry, looked up): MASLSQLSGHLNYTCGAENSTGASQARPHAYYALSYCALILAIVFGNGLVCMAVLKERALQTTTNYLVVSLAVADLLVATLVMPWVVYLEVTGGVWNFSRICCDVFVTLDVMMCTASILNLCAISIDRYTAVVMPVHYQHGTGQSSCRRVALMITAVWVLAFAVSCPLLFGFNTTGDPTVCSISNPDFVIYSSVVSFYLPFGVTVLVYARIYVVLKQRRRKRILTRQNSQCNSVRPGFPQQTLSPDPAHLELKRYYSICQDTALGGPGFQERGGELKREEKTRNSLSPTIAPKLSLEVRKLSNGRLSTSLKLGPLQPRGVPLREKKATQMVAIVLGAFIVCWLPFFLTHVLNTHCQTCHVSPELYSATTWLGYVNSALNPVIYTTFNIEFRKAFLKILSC
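Cells plated overnight at 1500 cells/well, then exposed to library compounds with dopamine controls for 90 minutes at 37 degrees C. DiscoveRx reagent added for 30–60 minutes at room temperature; luminescence read, quantitative HTS format.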
GLP1R ag: activates the human GLP-1 receptor | P43220 | HEK293 GLP-1R CRE-luciferase, luminescence, 4-6 h; cells express a hypersensitive GLP-1R form | Potency, µM (top dose mostly 45.6 µM), for the others: at the highest dose activation, hits mostly activators | 0.007% of 380,000 active; further: potency means the concentration at half of the fitted maximal effect; % of control where 0% means no effect
GLP1R inv ag: inverse agonists of human GLP-1 receptor | P43220 | HEK293 GLP-1R CRE-luciferase, luminescence, 24 h; GLP-1R form is constitutively active | Potency, µM (highest dose often 38.3 µM), for inactives: top-dose activity change, negative = inhibition, usual class: inhibitors | 1.6% of 410,000 active; further: potency means the concentration at half of the fitted maximal effect; on the % scale 0 is the no-effect control and ±100 the full control effect; nearly all actives have a fitted effect of over 55% in size
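qHTS in 1536-well format: reporter HEK293 cells expressing constitutive GLP-1R activity in DMEM + 10% Nu serum, 24 hr with compounds at 37 deg C, luminescence read after 12 min with detection reagent.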
aSyn yeast inh: rescues yeast growth from alpha-synuclein toxicity | AID 652106 | 0.14% of 370,000 active | Yeast expressing alpha-synuclein, growth rescue, BacTiter-Glo, 24 h | Potency, µM (doses to about 46.1 µM), inactives show at the top dose growth rescue (activation), hits mostly activators; further: potency means the concentration at half of the fitted maximal effect; % of control where 0% means no effect; nearly all actives have a fitted effect of over 65% in size
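Screening used galactose-induced yeast with toxic alpha-synuclein levels, exposed to compound for 24 hr at 30 deg C. Cell growth, read with BacTiter-Glo luminescence, gave the measured signal.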
Abeta rescue: compounds reversing amyloid beta toxicity in yeast; yeast expressing A-beta42, growth rescue, OD600, 48 h; response scale: 0% DMSO, 100% iron-clioquinol control; Potency, µM (series often up to 46.1 µM), for the others: top-dose growth rescue, hits mostly activators; 0.063% of 410,000 active; AID 1347071; further: potency means the concentration at half of the fitted maximal effect; nearly all actives have a fitted effect of over 55% in size
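Yeast A-beta toxicity model in growth medium with pinned compounds, 48 h at 30 C; growth read as absorbance at 600 nm. Normalized to FeCl3/clioquinol equimolar mix (positive) and DMSO (negative).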
TDP43 rescue: TDP-43 toxicity inhibition in yeast. 1.8% of 410,000 active. TDP-43 expressing yeast growth rescue, BacTiter-Glo, 24 h. Potency, µM (highest dose often 46.1 µM), without a hit: top-dose growth rescue (activation), actives largely listed as activators; further: potency means the concentration at half of the fitted maximal effect; % of control where 0% means no effect; nearly all actives have a fitted effect of over 50% in size
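Readout is BacTiter-Glo luminescence of cell growth, so inhibitors register as activators. TDP-43-expressing yeast at OD600=0.02 in galactose medium, after raffinose pregrowth to mid-log, were incubated with compound for 24 hr at 30 deg C.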
The depositor's hits bear a star; i = inactive; u = inconclusive; x = not tested or not shown; & = joins results of further samples; [ ] = dose if it differs, or a comment. Unless noted, the call rests on the fitted dose curve; in most records, active means well fitted curve in the direction sought with a large enough effect; inconclusive means small, poorly fitted or top-dose-only effect, or another doubt; inactive means no such curve, though single readings can be large; an effect the other way counts as inactive or inconclusive. An excerpt; rates above refer to the full screens.

#1 O=C(CN1CCCN(S(=O)(=O)c2ccc(F)cc2)CC1)Nc1ccccc1Br
#2 CCN(CC)S(=O)(=O)c1ccc2c(c1)nc(SC(C)C(N)=O)n2-c1ccc(OC)cc1 (stereo unspecified)
#3 Cc1ccc(NC(=O)c2ccc(CN3CC(=O)N4CCCCC4C3=O)cc2)c(Cl)c1 (stereo unspecified)
#4 COc1ccccc1CNC(=O)c1ccc(CS(=O)Cc2cccc(Cl)c2)o1 (stereo unspecified)
#5 N#Cc1nc(COc2ccc(F)cc2)oc1N1CCCC1
#6 CC1CCCC(C)N1C(=O)COC(=O)c1cccnc1Cl (stereo unspecified)

assay / compound	1	2	3	4	5	6
PTHR1 ag	-1.2%[57.5 µM]	-12.7%	i	-14.5%	-32.8%	-6.0%
pAkt inh	i	i	x	i	i	i
FUS yeast rescue	27.3%	24.7%	17.0%	u	13.5%	-29.1%
D3 antag	20.7	-18.7	x	7.4	9.0	22.7
GLP1R ag	8.3%	10.9%	x	-1.1%	8.8%	14.6%
GLP1R inv ag	u	u	-14.2%	-1.4%	-24.3%	5.2%
aSyn yeast inh	-2.9%	4.6%	x	-0.3%	20.6%	-2.2%
Abeta rescue	-17.4%	28.2%	-11.7%	x	3.1%	-14.5%
TDP43 rescue	-5.8%	28.1%	0.9%	8.8%	0.0%	-3.1%

Two entries picked at random from the list so far:
#4 COc1ccccc1CNC(=O)c1ccc(CS(=O)Cc2cccc(Cl)c2)o1 (stereo unspecified)
#1 O=C(CN1CCCN(S(=O)(=O)c2ccc(F)cc2)CC1)Nc1ccccc1Br

assay / compound	4	1
PTHR1 ag	-14.5%	-1.2%[57.5 µM]
pAkt inh	i	i
FUS yeast rescue	u	27.3%
D3 antag	7.4	20.7
GLP1R ag	-1.1%	8.3%
GLP1R inv ag	-1.4%	u
aSyn yeast inh	-0.3%	-2.9%
Abeta rescue	x	-17.4%
TDP43 rescue	8.8%	-5.8%

(continued)
#7 O=C(NCCc1cccnc1)C1CCC(=O)N(Cc2cccc(C(F)(F)F)c2)C1 (stereo unspecified)
#8 CCOc1ccccc1N(C)C(=O)c1cn(CC)c(=O)c2cc(OC)c(OC)cc12
#9 CC(C)N1CCN(Cc2ccc3nsnc3c2)CC1CCO (stereo unspecified)
#10 Cc1nc([N+](=O)[O-])c(SCC(N)=O)n1Cc1ccccc1
#11 O=C(c1ccc2c(c1)OCCO2)N1CCN(Cc2c(F)cccc2Cl)CC1
#12 Nc1nccc(-c2ccc(-n3cnc4ccccc43)cc2)n1

assay / compound	7	8	9	10	11	12
PTHR1 ag	-22.4%	i	i	i	-17.1%	-3.6%
pAkt inh	i	i	i	i	i	i
FUS yeast rescue	x	11.7%	18.3%	-32.6%	-4.5%	12.4%
D3 antag	u	-8.1	1.6	-5.1	2.2	6.3
GLP1R ag	6.3%	9.5%	16.1%	24.3%	2.2%	2.6%
GLP1R inv ag	5.0%	18.0%	1.1%	-1.7%	u	-19.1%
aSyn yeast inh	5.0%	1.8%	0.2%	-6.7%	5.9%	8.5%
Abeta rescue	-14.5%	-6.7%	-7.0%	4.8%	-4.2%	-0.4%
TDP43 rescue	-13.4%	-22.0%	-5.7%	-5.8%	19.9%	0.0%

#13 Cc1cc2c(c(=O)o1)C(CCC1CCCCC1)C(C#N)=C(N)O2 (stereo unspecified)
#14 Cc1c(C)n(C)c2ccc(C(=O)N3CCN(c4ccccc4)CC3)cc12
#15 FC(F)(F)c1ccccc1/C=N/n1c(COc2ccccc2)n[nH]c1=S
#16 CCOc1ccc(OCC(=O)Nc2c(C(=O)Nc3ccc(C)cc3)oc3ccccc23)cc1
#17 CCOc1ccc(C(=O)Nc2c(C(=O)c3ccccc3)oc3ccccc23)cc1
#18 CSc1ccc(NC(=O)/C=C/C(=O)O)cc1

assay / compound	13	14	15	16	17	18
PTHR1 ag	-6.1%	-12.5%	-17.2%	-93.9%[inhibitor]	i	-2.0%
pAkt inh	i	i	i	x	x	i
FUS yeast rescue	8.2%	30.3%&40.6%	-12.5%	-4.4%	-14.7%	5.1%
D3 antag	10.7	-0.5	-5.9	x	x	10.7
GLP1R ag	-0.5%	1.3%	13.8%	0.6%	x	4.7%
GLP1R inv ag	-20.3%	u	u	-5.2%	2.7%	-11.0%
aSyn yeast inh	1.3%	6.9%	-10.3%	x	x	5.2%
Abeta rescue	9.4%	-13.8%&-22.3%	-12.1%	-0.1%	-10.3%	-10.2%
TDP43 rescue	-16.3%	15.8µM*	-9.5%	1.6%	18.5%	3.8%

#19 O=c1c2c3c(sc2nnn1CCCCOc1ccc(Cl)cc1)CCCC3
#20 CCC(=O)Nc1ccc(C(=O)Nc2cccc(OC)c2)cc1
#21 COc1cccc2sc3ccc(NCCC4CCCN4C)cc3c(=O)c12 (stereo unspecified)
#22 Cc1ccc(C(=O)Nc2cc3c(cc2N2CCCC2)n(C)c(=O)c(=O)n3C)cc1
#23 CC(C(=O)NC1C(=O)N2C(C(=O)O)=C(CSc3nnnn3C)CSC12)n1cc(Cl)cn1 (stereo unspecified)
#24 CC(C)C(NC(=O)c1c(F)cccc1F)C(=O)NCc1ccc(S(=O)(=O)N2CCOCC2)cc1 (stereo unspecified)

assay / compound	19	20	21	22	23	24
PTHR1 ag	-2.8%	-30.6%[inhibitor]	i	4.7%	i	i
pAkt inh	x	i	i	x	i	i
FUS yeast rescue	-14.8%	-7.4%	1.5%	11.1%	21.8%	-1.1%
D3 antag	x	-14.6	19.0	x	-8.8	28.5
GLP1R ag	x	-1.5%	9.4%	x	-0.4%	-0.9%
GLP1R inv ag	21.3%	12.8%	u	0.2%	24.2%	5.3%
aSyn yeast inh	x	0.3%	6.3%	x	-3.2%	1.0%
Abeta rescue	-18.3%	14.4%	4.9%	-2.9%	5.3%	-8.2%
TDP43 rescue	8.1%	19.8%	19.9%	-6.5%	-13.5%[1.82 µM]	20.3%

#25 CCN(C(=O)CSc1nc2ccccc2n1Cc1ccc(C(=O)OC)cc1)c1ccccc1
#26 COc1ccc(CCNC(=O)CCn2c(=O)c3ccccc3n(CC(=O)NCC3CCCO3)c2=O)cc1OC (stereo unspecified)
#27 O=C(NNS(=O)(=O)c1ccc(F)cc1)c1ccc([N+](=O)[O-])cc1
#28 c1ccc(Nc2cccc(Nc3ccccc3)n2)cc1
#29 O=C(OCc1nnc(-c2ccccc2)o1)c1cc([N+](=O)[O-])ccc1Cl
#30 CCOc1ccc(/C=N/OCC(=O)NCc2ccc3c(c2)OCO3)cc1OC

assay / compound	25	26	27	28	29	30
PTHR1 ag	i	i	i	-30.3%	-61.7%[inhibitor]	-18.7%
pAkt inh	x	i	i	i	i	i
FUS yeast rescue	19.5%	5.9%	-7.7%	25.5%	-12.8%	4.1%
D3 antag	x	22.5	2.8	-8.7	-11.5	11.2
GLP1R ag	x	3.8%	-1.7%	1.7%	6.9%	3.6%
GLP1R inv ag	-17.0%	2.4%	0.0%	u	-1.5%	1.7%
aSyn yeast inh	x	0.4%	18.0%	-21.1%	-0.8%	8.8%
Abeta rescue	-19.5%	12.5%	-9.4%	-72.8%[inhibitor]	-15.0%	3.0%
TDP43 rescue	19.9%	-2.5%	-17.3%	u	-14.7%	u

#31 COc1ccc(C2=NOC(C(=O)Nc3ccc4c(c3)OCCO4)C2)c(OC)c1 (stereo unspecified)
#32 Cn1c(N)c(C(=O)CSc2nnc(-c3c[nH]c4ccccc34)n2C2CC2)c(=O)[nH]c1=O
#33 Cc1cc(C(=O)OCC(=O)Nc2ccc(F)cc2)c(C)o1
#34 COc1cccc(-n2nnc3c(=O)n(C/C=C/c4ccccc4)cnc32)c1
#35 CCOC(=O)c1cc2ccc3ccccc3c2s1
#36 O=C(Nc1ccc(C(=O)N2CCCC2)cc1)c1ccccc1[N+](=O)[O-]

assay / compound	31	32	33	34	35	36
PTHR1 ag	-14.9%	i	-23.1%[57.5 µM]	i	-8.3%[57.5 µM]	-22.7%
pAkt inh	i	i	i	i	i	i
FUS yeast rescue	26.3%	16.7%	-3.0%	-11.4%	-0.2%	9.1%
D3 antag	10.1	-6.5	37.0	-13.7	0.1	11.6
GLP1R ag	0.7%	-0.6%	-6.8%	-3.6%	7.8%	-4.3%
GLP1R inv ag	2.2%	6.8%	-12.5%	u	12.8%	4.2%[0.307 µM]
aSyn yeast inh	7.3%	0.0%	1.1%	2.2%	4.4%	-7.7%
Abeta rescue	6.2%	15.7%	4.8%	-1.7%	-16.6%	-3.6%
TDP43 rescue	2.1%	8.7%	u	-8.0%	-17.1%	-5.9%

#37 COc1ccc(CNC(=O)c2cnc3sc(N4CCCC4)nn3c2=O)c(OC)c1
#38 CC(C)c1nnc(NC(=O)CCC(=O)NCc2ccccc2Cl)s1
#39 COc1ccc(N2C[C@H](C)[C@@H](CC(=O)Nc3ccccc3)C2=O)cc1
#40 COCCCNC(=S)N/N=C/c1ccc(OC)cc1
#41 Nc1nonc1C(=O)NCCNC(=O)c1cccc(Cl)c1
#42 CCNc1nc(Oc2ccc(=O)[nH]n2)nc(SC)n1
#43 CC(=O)C1C(c2ccc(F)cc2)NC(=O)NC1(O)C(F)(F)F (stereo unspecified)

assay / compound	37	38	39	40	41	42	43
PTHR1 ag	6.6%	i	-0.8%	-9.5%	16.3%	i	9.8%
pAkt inh	x	i	i	i	i	i	i
FUS yeast rescue	28.2%	2.5%	8.6%	12.3%	0.1%	10.5%	x
D3 antag	x	5.0	4.9	7.1	-23.6	8.5	0.0
GLP1R ag	x	-4.4%	-0.3%	8.7%	1.0%	1.9%	0.9%
GLP1R inv ag	7.8%	4.1%	-28.1%	u	7.5%	6.0%	9.2%
aSyn yeast inh	x	-0.6%	18.1%	3.0%	6.8%	2.6%	-2.2%
Abeta rescue	-13.0%	4.5%	9.7%	u	35.1%	-2.3%	-22.4%
TDP43 rescue	11.0%	8.5%	25.3%	8.9%	-17.4%	7.4%	-23.8%
